Compound activity deposited in PubChem by Broad Institute.
E-selectin induc: induces E-selectin expression in human endothelial cells | P16581 | HUVEC E-selectin immunofluorescence imaging; normalized: neutral wells 0, TNF-alpha wells 100 | 0.37% of 260,000 active | activation, % at 7.58 µM;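 active = mean E-selectin-positive cell signal at least 10% of the positive control, reached in at least 60% of replicates, without over 20% cell loss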;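 also: in these data hits start at about 27%; measured in HUVEC primary endothelial cells; signal is the percent of cells scored E-selectin positive by PE staining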
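Test system: HUVEC; input: 3,000 HUVEC/well; measured by: immunofluorescence imaging; read-out: % PE-positive cells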
XiGFP reactiv: reactivates the inactive X chromosome in mouse fibroblasts. 0.055% of 360,000 active. XiGFP mouse fibroblasts, % GFP-positive cells imaging, 3 d; cells co-treated with 5-aza-dC sensitizer; scaled so ellipticine positive control = 100%. activation, % at 7.58 µM;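 active = mean normalized replicate activation at least 10% and every replicate at or above 10%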;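 also: 0% = median of on-plate neutral control wells and 100% = ellipticine 6 µM median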
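System: 68-5-11 XiGFP fibroblast line; Timing: 3 days compound exposure; Compound dosing: one concentration, pinned; Benchmarks: positive control ellipticine, 6 µM final; Buffer or medium: DMEM containing 5-aza-dC.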
S100A4 MyoIIA: S100A4-myosin IIA interaction inhibition. P26447. 0.14% of 360,000 active. AID 652163. inhibition, % at 10.7 µM. S100A4/TAMRA-MyoIIA peptide fluorescence polarization;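 active = mean inhibition of at least 70% across replicates, with every replicate also reaching that level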
Target sequence (P26447 whole entry, looked up): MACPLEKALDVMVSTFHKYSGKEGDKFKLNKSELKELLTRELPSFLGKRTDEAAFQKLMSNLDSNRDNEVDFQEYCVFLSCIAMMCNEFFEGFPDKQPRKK
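Assay system: human S100A4 monomer with TAMRA-labelled myosin IIA peptide / Buffer or medium: Calcium-containing HEPES buffer, pH 7.2 / Reagent: TAMRA-labelled myosin IIA heavy-chain peptide probe, 5 nM / Compound: one dose per compound / Timing: polarization read 5 min after assay mix addition, stable 5–60 min / Benchmarks: neutral control DMSO, positive control TFP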
ERp5 inh: ERp5 (human) disulfide isomerase inhibition. ERp5 insulin aggregation, absorbance 650 nm, 90 min. inhibition, % at 9.99 µM. 0.05% of 350,000 active. AID 651711;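 active = mean replicate inhibition above about 25%, with every replicate also reaching it, limit read from the data, passing the limit was not always enough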
ERAP1 inh: blocks human ERAP1 aminopeptidase activity; Q9NZ08; inhibition, % at 10.7 µM; 0.15% of 340,000 active; recombinant ERAP1, Leu-AMC fluorescence, 60 min;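 active = mean replicate inhibition of at least 30%, or all replicates individually reaching that 30% level; inactive = mean below 30% and not every replicate reaching it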;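 also: 0% = neutral control wells and 100% = L-leucinethiol positive control wells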
RAD52 inh: blocks human RAD52 DNA annealing; P43351; recombinant RAD52 DNA annealing, FRET fluorescence; inhibition, % at 18.7 µM; 0.46% of 360,000 active; AID 651710;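 active = every replicate showing at least 50% inhibition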
esBAF inh: blocks esBAF chromatin remodeling in mouse ES cells. Bmi1-luciferase knock-in reporter, 24 h; 100% = twice the neutral-well signal. AID 602393. reporter increase, % at 12.5 µM. 2% of 350,000 active; in the data active = activation above about 40%;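 also: 0% = median of the plate's neutral control wells and 100% = double that signal; a rise in the Bmi1 reporter signal indicates esBAF inhibition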
RAD54 inh: inhibitors of human RAD54 branch migration | Q92698 | RAD54 Holliday junction branch migration, FAM/BHQ fluorescence | inhibition, % at 10.4 µM | 0.14% of 360,000 active | AID 602329;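 active = mean normalized replicate activity at least 40 and at least half of replicates scoring 40 or more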;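 also: 0% = median of neutral control wells and 100% = median of positive control wells; inhibitors cause a drop in the FAM fluorescence signal; in these data hits start at about 50%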
Target sequence (Q92698 whole entry, looked up): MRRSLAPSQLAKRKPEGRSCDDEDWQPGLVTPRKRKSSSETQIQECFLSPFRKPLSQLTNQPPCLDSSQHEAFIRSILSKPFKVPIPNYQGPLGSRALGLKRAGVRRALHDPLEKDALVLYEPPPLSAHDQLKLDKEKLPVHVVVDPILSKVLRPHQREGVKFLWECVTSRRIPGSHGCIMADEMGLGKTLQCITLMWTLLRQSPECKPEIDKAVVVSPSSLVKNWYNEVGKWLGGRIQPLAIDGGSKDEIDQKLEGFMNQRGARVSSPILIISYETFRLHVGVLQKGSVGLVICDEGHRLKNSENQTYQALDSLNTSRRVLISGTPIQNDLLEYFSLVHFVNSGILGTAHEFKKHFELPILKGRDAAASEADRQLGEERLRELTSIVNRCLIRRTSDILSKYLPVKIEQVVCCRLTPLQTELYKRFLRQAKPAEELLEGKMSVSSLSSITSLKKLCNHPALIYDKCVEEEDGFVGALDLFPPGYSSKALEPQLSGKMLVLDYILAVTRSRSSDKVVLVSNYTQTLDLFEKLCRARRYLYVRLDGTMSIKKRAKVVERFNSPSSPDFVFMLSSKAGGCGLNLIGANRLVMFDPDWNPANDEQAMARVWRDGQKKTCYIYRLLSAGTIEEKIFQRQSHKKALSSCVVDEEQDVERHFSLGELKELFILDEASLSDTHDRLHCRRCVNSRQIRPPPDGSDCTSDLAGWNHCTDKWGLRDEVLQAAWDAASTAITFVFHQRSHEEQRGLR
* = called active by the depositor; nt = not tested or not shown; & = joins results of further samples.

SMILES	E-selectin induc	XiGFP reactiv	S100A4 MyoIIA	ERp5 inh	ERAP1 inh	RAD52 inh	esBAF inh	RAD54 inh
C[C@@H]1CN([C@H](C)CO)C(=O)c2cc(NS(=O)(=O)c3ccc(Cl)cc3)ccc2O[C@@H]1CN(C)S(=O)(=O)c1ccc(F)cc1	0.6	-0.5	3	15	3	-21	-2	-6
COc1ccc(C(CC(=O)NCCN2CCOCC2)NS(=O)(=O)c2ccc(C)cc2)cc1 (configuration not stated)	nt	nt	1	5	-1	-1	-2	-3
Cc1ccc(C(C)C)c(OCC(=O)NS(=O)(=O)c2ccc(Cl)cc2)c1	-0.5	0.0	1	1	0	-11	-6	-3
Clc1cccc(CNCCNCc2cccc(Cl)c2)c1	nt	-0.1	-1	2	10	-12	nt	nt
O=C(c1cccs1)N1CCC(c2nc3ccccc3s2)CC1	nt	nt	-4	-3	-4	-9	7	0
O=C(O)CCc1ccc(-c2ccc(Cl)cc2)n1CCC(=O)O	nt	nt	-16	-7	4	-53	-2	-6
CCN1[C@@H]2c3ccc(-c4cccnc4)c(=O)n3C[C@@H]2[C@@H](CO)[C@@H]1C(=O)NCCc1cn(C)cn1	-0.1	0.5	1	-3	3	-8	-1	3
COc1ccc(CN(C)C[C@H]2Oc3c(NS(=O)(=O)c4cccs4)cccc3C(=O)N([C@H](C)CO)C[C@H]2C)cc1	-0.1	0.2	-2	-5	2	0	-2	-6
CC(CNC(=O)CCc1ccccc1)NC(=O)CCc1ccccc1 (configuration not stated)	-0.5	0.1	-5	-1	2	-5	nt	-11
C[C@H](CO)N1C[C@H](C)[C@@H](CN(C)C(=O)NC2CCCCC2)Oc2c(NS(=O)(=O)c3cn(C)cn3)cccc2C1=O	-0.2	-0.9&0.0	6	4	2	-2	2&1	-6&10
Cc1cc(C)c2[nH]c(C(=O)Nc3ccc(F)cc3Br)cc2c1	0.1	0.1	-9	3	-3	-14	19	0
COc1ccc(-c2coc3c(CN4CCOCC4)c(O)ccc3c2=O)cc1	5.2	0.0	8	4	1	1	17	0

Five compounds drawn at random from the list so far:
SMILES	E-selectin induc	XiGFP reactiv	S100A4 MyoIIA	ERp5 inh	ERAP1 inh	RAD52 inh	esBAF inh	RAD54 inh
Cc1cc(C)c2[nH]c(C(=O)Nc3ccc(F)cc3Br)cc2c1	0.1	0.1	-9	3	-3	-14	19	0
COc1ccc(-c2coc3c(CN4CCOCC4)c(O)ccc3c2=O)cc1	5.2	0.0	8	4	1	1	17	0
C[C@@H]1CN([C@H](C)CO)C(=O)c2cc(NS(=O)(=O)c3ccc(Cl)cc3)ccc2O[C@@H]1CN(C)S(=O)(=O)c1ccc(F)cc1	0.6	-0.5	3	15	3	-21	-2	-6
COc1ccc(CN(C)C[C@H]2Oc3c(NS(=O)(=O)c4cccs4)cccc3C(=O)N([C@H](C)CO)C[C@H]2C)cc1	-0.1	0.2	-2	-5	2	0	-2	-6
Cc1ccc(C(C)C)c(OCC(=O)NS(=O)(=O)c2ccc(Cl)cc2)c1	-0.5	0.0	1	1	0	-11	-6	-3

Single records (already shown):
Record of Cc1cc(C)c2[nH]c(C(=O)Nc3ccc(F)cc3Br)cc2c1 → E-selectin induc = 0.1; XiGFP reactiv = 0.1; S100A4 MyoIIA = -9; ERp5 inh = 3; ERAP1 inh = -3; RAD52 inh = -14; esBAF inh = 19; RAD54 inh = 0
Record of O=C(c1cccs1)N1CCC(c2nc3ccccc3s2)CC1 → E-selectin induc = nt; XiGFP reactiv = nt; S100A4 MyoIIA = -4; ERp5 inh = -3; ERAP1 inh = -4; RAD52 inh = -9; esBAF inh = 7; RAD54 inh = 0

Next part.
SMILES	E-selectin induc	XiGFP reactiv	S100A4 MyoIIA	ERp5 inh	ERAP1 inh	RAD52 inh	esBAF inh	RAD54 inh
COC(=O)[C@]12CCCCC=C1N(Cc1ccco1)C(=O)[C@H](CC(=O)NCCc1ccccc1OC)C2	0.0	0.4	1	3	2	-32	nt	nt
CC(C)C1C(=O)N(Cc2cn(CCC3OCCO3)nn2)CCS(=O)(=O)N1Cc1ccc(-c2ccncc2)cc1 (configuration not stated)	-0.1	0.0	-4	7	-3	-11	-2	-1
Cc1ccc(CNC(=O)/C=C/c2ccc(S(=O)(=O)NCc3ccco3)cc2)cc1	6.0	0.2	0	0	-6	-13	nt	-1
COc1cc(NC(=O)c2cc([N+](=O)[O-])ccc2N2CCOCC2)ccc1NC(=O)c1ccco1	-0.4	0.1	-2	-1	1	-19	-11	2
O=C(Nn1c(-c2ccc(Br)cc2)nc2ccccc2c1=O)c1cccnc1	nt	0.1	4	5	6	3	4	1
Cc1ccc(S(=O)(=O)NC(C(=O)N2CCOCCOCCOCCOCC2)c2ccccc2)cc1 (configuration not stated)	-0.1	0.2	1	-1	-4	-8	4	nt
CC(C)C[C@@H]1COc2cc(N3CCC[C@@H]3CO)ccc2S(=O)(=O)N1	0.0	0.1	-1	-1	nt	-7	nt	nt
C(=NOCCc1ccccc1)c1cccnc1	-0.5	0.1	-4	4	5	-16	51*	3
Nc1nc2ccccc2n1CCOc1ccc(Cl)cc1	nt	0.0	-4	2	-4	-9	-12	-11
Cc1cccnc1NC(=O)c1ccc(S(=O)(=O)N2CCCC2)cc1	nt	0.0	7	1	0	-8	-6	5
C[C@H](CO)N1C[C@H](C)[C@@H](CN(C)C(=O)Nc2ccc3c(c2)OCO3)Oc2c(NS(=O)(=O)c3cccs3)cccc2C1=O	nt	0.0	20	-4	0	2	23	4
COc1ccc2[nH]cc(CCNC(=O)Cc3ccc(Br)cc3)c2c1	nt	0.3	-5	0	0	1	-5	0
O=C1[C@@H]2[C@@H](CC(COc3ccccc3)=C([C@H](O)c3ccccc3)[C@@H]2CO)C(=O)N1Cc1ccccc1	nt	nt	3	-1	-2	6	nt	nt
CCN(CC)Cc1oc(CO)cc(=O)c1O	0.1	0.0	1	4	-4	-21	-3	nt
Cc1ccc(S(=O)(=O)n2nc(-c3ccco3)nc2N)cc1	nt	0.2	-3	5	7	-8	nt	nt
CCOc1ccc(S(=O)(=O)N(CC)CC(=O)N2CCOCC2)cc1C	nt	-0.1	-2	6	1	-4	2	2
C[C@H]1CN([C@@H](C)CO)C(=O)c2cc(NC(=O)Nc3ccccc3)ccc2O[C@H]1CN(C)C(=O)NC1CCCCC1	-4.2	-0.4	-6	3	-3	-5	-1	6
COc1ccc(C(=O)/C=C/C(=O)N(Cc2ccccc2)C(C(=O)NC2CCCCC2)c2ccncc2)c(O)c1 (configuration not stated)	nt	0.0	0	3	-1	6	nt	-6
COc1ccc([N+](=O)[O-])cc1NC(=O)Nc1ccc(OC)c(OC)c1	nt	0.0	-3	4	-1	3	3	6
O=C(C[C@H]1CC[C@@H]2[C@H](COC[C@@H](O)CN2Cc2nccs2)O1)NCc1ccccc1F	-0.1	-0.2	1	1	4	4	-1	2
Cc1nc2ccccn2c1-c1ccnn1S(=O)(=O)c1ccc(F)cc1	-0.1	0.0	0	4	nt	-16	-31	-2
COc1cc(OC)cc(OCC(O)Cn2cnc(-c3ccccc3)c2)c1 (configuration not stated)	nt	nt	3	2	2	-6	1	-22
COc1ccc2[nH]c(=O)c(CN(Cc3cccnc3)C(=S)NCC3CCCO3)cc2c1 (configuration not stated)	nt	-0.1	-8	0	3	-12	nt	nt
CCCc1nnc2n1N=C(c1ccc(OC)c(OC)c1)CS2	nt	nt	3	1	1	-11	-1	nt
N#C[C@H]1[C@@H](c2ccc(-c3ccccc3F)cc2)[C@@H](CO)N1C(=O)C1CC1	-0.2	0.0	-6	-4	-1	-14	-1	-2
CCCN(C(=O)c1cc(Cl)nc2ccccc12)C1CCS(=O)(=O)C1 (configuration not stated)	0.1	0.0	0	1	-2	-12	nt	nt
CCOc1ccccc1N(CC(=O)NCCc1ccccc1)C(=O)CCC(=O)Nc1ccccn1	nt	0.0	-1	-3	-5	10	-5	0
CCN(CC)C(=S)NC(=O)Cc1ccccc1	nt	0.1	-1	-1	0	-6	nt	nt
COc1cc(/C=C2/SC(=S)N(CCC(=O)Nc3ccccc3)C2=O)cc(OC)c1OC	0.2	0.0	1	-10	-2	-151	-1	0
Cc1ccc(C(=O)c2ccccc2C(=O)OCC(=O)N2C(C)CCCC2C)cc1 (configuration not stated)	nt	0.1	-1	3	-3	-16	-4	nt
O=C(C[C@H]1CC[C@H](NC(=O)c2ccncc2)[C@H](CO)O1)NCc1ccncn1	-0.5	-0.2	-8	-3	0	7	nt	nt
CN(Cc1ccccc1F)C(=O)c1ccccc1Sc1ccccc1C#N	-0.2	-0.1	-2	5	-3	-26	10	-9
Cc1cc(OCC(=O)Nc2ccc(S(=O)(=O)N3CCN(C)CC3)cc2)ccc1Br	0.9	0.0	-16	1	-1	-30	-1	-5
COc1ccc(C2CC(=O)Oc3ccc(OC)cc32)cc1 (configuration not stated)	nt	0.0	-5	7	nt	-12	-8	-1
CCOC(=O)CN1C(=O)[C@]2(OCCC=C[C@H]2C)c2cc(OC)ccc21	-0.2	0.6	8	-3	2	-1	nt	nt
Cc1ccc(Cl)c(NC(=O)CN(C)CC(=O)Nc2ccc(F)c(F)c2F)c1Cl	1.4	-0.2	-2	3	5	-14	6	0

esBAF inh: hit marks shown above.
Compound,S100A4 MyoIIA,ERp5 inh,ERAP1 inh,RAD52 inh,esBAF inh
C(=NOCCc1ccccc1)c1cccnc1,-4,4,5,-16,51*

The list continues:
SMILES	E-selectin induc	XiGFP reactiv	S100A4 MyoIIA	ERp5 inh	ERAP1 inh	RAD52 inh	esBAF inh	RAD54 inh
O=C(CN1C(=O)/C(=C/c2ccccc2F)Sc2ccccc21)NCCCN1CCOCC1	nt	0.0	-4	4	2	-11	-12	-6
O=C(CSc1nnnn1C1CC1)Nc1cc(S(=O)(=O)N2CCCC2)ccc1Cl	-0.1	0.0	2	4	-3	-4	4	0
COc1ccc(C(=O)OCCOc2ccccc2C(C)=O)c(O)c1	nt	0.1	-2	8	-2	-16	nt	nt
CCOC(=O)c1sc2nc(C)nc(SC(C)C(=O)NC3CC3)c2c1C (configuration not stated)	0.5	0.9	-1	8	0	-9	-5	-20
